High-throughput results deposited in PubChem BioAssay by Southern Research Specialized Biocontainment Screening Center.
Salmonella PhoP GFP: PhoP regulon inhibitors, Salmonella typhi PhoP promoter GFP reporter, confirmatory (AID 1850); Salmonella Typhi PhoP-promoter GFP reporter, fluorescence, 4 h; higher % means a stronger effect; one-dose inhibition, % at 50 µM; IC50 in µM for titrated hits; actives 0.33% (n = 310,000); in the data active = a potency from the dose series; inconclusive = inhibition mostly from about 25% at the one dose, without a potency; inactive = the rest, 99 in 100 with inhibition below about 19%;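 note: 0% = induced wells with vehicle and 100% = uninduced wells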
M. tuberculosis HTS: M. tuberculosis growth inhibition, HTS (AID 449762); M. tuberculosis H37Rv growth inhibition, 7H9 media; higher % means a stronger effect; inhibition, % at 25 µM, or IC50 in µM where a hit was titrated; actives 0.59% (n = 330,000); in the data active = a potency from the dose series; inconclusive = inhibition above about 70% without an active follow-up result;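 note: bacterial growth assessed after seven days of incubation; strong numbers were not always called active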
H1N1 NS1A inhibition: H1N1 influenza NS1A inhibitors, functional cell based assay (AID 504329) | inhibition, % at 12.5 µM; hits with a dose series show IC50 in µM | actives 0.3% (n = 340,000) | NS1A functional cell-based assay, percent inhibition; higher % means a stronger effect; in the data active = a potency from the dose series; inconclusive = inhibition above about 27% without an active follow-up result; note: strong numbers were not always called active
M. tuberculosis: growth inhibition of non-replicating M. tuberculosis (AID 488890); Mycobacterium tuberculosis non-replicating, growth inhibition; higher % means a stronger effect; inhibition, % at 25 µM, or IC50 in µM where a hit was titrated; actives 0.39% (n = 320,000); in the data active = a potency from the dose series; inconclusive = inhibition mostly from about 82% at the one dose, without a potency; inactive = the rest, 99 in 100 with inhibition below about 76%;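 note: plate controls were DMSO cells for no effect and high antibiotic wells for full effect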
inhibitors of VEEV: inhibitors of VEEV TC-83 cytopathic effect, confirmation, Vero cells (AID 588727). Vero cells, VEEV TC-83 cytopathic effect inhibition; higher % means a stronger effect. one-dose inhibition, % at 20 µM; IC50 in µM for titrated hits. actives 0.13% (n = 350,000); in the data active = a potency from the dose series; inconclusive = inhibition mostly from about 14% at the one dose, without a potency; inactive = the rest, 99 in 100 with inhibition below about 12%; note: strong numbers were not always called active
inhibitors of VEEV 10K pilot screen: recorded beside inhibitors of VEEV, whose call it bears; inhibition, %; measured here: 10K pilot screen inhibition
Active calls of the source: *; i = inactive; u = inconclusive; x = not tested or not shown; & = joins results of further samples.

SMILES	Salmonella PhoP GFP	M. tuberculosis HTS	H1N1 NS1A inhibition	M. tuberculosis	inhibitors of VEEV	others
CCNC(=O)COC(=O)c1cc(C)n(-c2ccccc2)c1C	-20%	-1%	0%	13%	0.1%
Cn1c(=O)c2c(nc(SCc3ccc(C(=O)O)cc3)n2C)n(C)c1=O	0%	3%	-1%	-15%	1.2%
Cc1ccc(NC(=O)CSc2n[nH]c(N)n2)cc1S(=O)(=O)N1CCOCC1	10%	-4%	-3%	6%	i
Cc1cc2nc(-c3ccccn3)c(-c3ccccn3)nc2cc1C	x	x	-23%	x	i
CCN1C(=O)S/C(=C/c2ccc(Sc3nc4ccccc4[nH]3)o2)C1=O	-4%	-2%	5%	64%	10%
O=C(CSc1nc2c(c(=O)[nH]1)CCC2)Nc1cccc(Cl)c1	-4%	-3%	-11%	12%	1.9%
Cc1ccc(S(=O)(=O)N(C)C)cc1NC(=O)C(C)NC(C)c1cccs1 (stereo not given)	-14%	2%	3%	10%	i
COc1ccc(NCc2nnc(SCc3ccc(Cl)cc3)n2-c2ccccc2)cc1	-1%	-5%	14%	27%	4.7%
Cc1ccc(C(=O)NCC(=O)N2CCc3ccccc3C2)cc1C	-2%	-2%	-2%	2%	0.9%
CC(=O)n1c2c(c3ccccc31)OC(N)=C(C#N)C2c1ccc(C(C)C)cc1 (stereo not given)	-4%	6%	0%	30%	1.1%
CCCNC(=O)c1ccc2c(=O)n3c(-c4ccc(C)cc4)csc3nc2c1	-10%	1%	-4%	17%	0.8%	inhibitors of VEEV 10K pilot screen=3.2
Fc1ccc(/C=N/NC(=S)Nc2ccc(Cl)cc2)cc1F	-2%	8%	22%	11%	0.2%
CCC(=O)OC1(c2cccc(C)c2)CC(C)N(C)CC1C (stereo not given)	-11%	5%	1%	7%	0.6%
O=C(Cn1cnc([N+](=O)[O-])n1)N/N=C/c1ccc2ccccc2c1	-8%	u	-3%	66%	0.3%
CC(C)(C)NC(=O)c1ccccc1-c1nc(-c2ccccc2Cl)no1	22%	4%	4%	11%	3.4%
CC12CN3CC(C)(CN(C1)C3c1ccc3c(c1)OCO3)C2 (stereo not given)	-3%	-5%	5%	-20%	0.4%
CC(=O)Nc1ccccc1-c1nc2ccc(C(=O)N3CCN(c4cc(C)ccc4C)CC3)cc2[nH]c1=O	31%	4%	4%	50%	8.1%
O=C(CNC(=O)[C@@H]1Cc2ccccc2CN1)NC1CCCC1	13%	11%	3%	-2%	1.0%
CCOC(=O)C1CCN(c2c(N3CCCCCC3)c(=O)c2=O)CC1	-10%	-3%	0%	x	0.2%
CCOC(=O)c1sc2ncn(CC(=O)N(CC)CC)c(=O)c2c1C	8%	-2%	1%	2%	1.5%

3 consecutive compounds from above:
SMILES	Salmonella PhoP GFP	M. tuberculosis HTS	H1N1 NS1A inhibition	M. tuberculosis	inhibitors of VEEV	others
CC(C)(C)NC(=O)c1ccccc1-c1nc(-c2ccccc2Cl)no1	22%	4%	4%	11%	3.4%
CC12CN3CC(C)(CN(C1)C3c1ccc3c(c1)OCO3)C2 (stereo not given)	-3%	-5%	5%	-20%	0.4%
CC(=O)Nc1ccccc1-c1nc2ccc(C(=O)N3CCN(c4cc(C)ccc4C)CC3)cc2[nH]c1=O	31%	4%	4%	50%	8.1%

Next section:
SMILES	Salmonella PhoP GFP	M. tuberculosis HTS	H1N1 NS1A inhibition	M. tuberculosis	inhibitors of VEEV	others
O=C(NCCS(=O)(=O)N1CCN(c2cccc(Cl)c2)CC1)c1ccco1	0%	17%	-5%	10%	3.8%
O=C(CN(C(=O)c1csnn1)c1cccc(C(F)(F)F)c1)NCCc1ccccc1	1%	1%	-6%	-9%	i
CC(=O)c1nn(-c2ccc(Cl)cc2)cc1C(=O)c1ccccc1	6%	2%	2%	-21%	0.6%
COc1ccc(-c2noc(C3CCCN(C(=O)c4c(F)cccc4F)C3)n2)cc1OC (stereo not given)	-5%	-1%	-1%	-1%	0.8%
Nc1cncc(C(=O)O)c1	11%&24%	6%&-3%	21%&-5%	-2%&-15%	2.6%
CCOc1ccc(CN(C)C(=O)c2ccc(=O)[nH]c2)cc1	-1%	-2%	10%	-4%	1.1%
O=c1c2ccccc2n(CC(O)CN2CCCCC2)c2ccccc12 (stereo not given)	-3%	-5%	x	38%	i
CCCC(=O)Nc1cc(OC)c(OC)cc1C(=O)O	-2%	12%	6%	0%	0.8%
COc1ccc(C(=O)Nc2ccc3c(c2)C(=O)N(C)C3=O)cc1OC	-6%	10%	-4%	-19%	1.1%
CN(Cc1ccccc1)c1cc(Cl)nc(N)n1	-4%	4%	-10%	-1%	0.1%
Cc1ccc(-n2c(C)cc(C(=O)COC(=O)c3c(C)noc3C)c2C)cc1	-8%	-7%	4%	71%	i
CSc1c[n+]2c(n1C)CCC2	-9%	-8%	0%	-10%	i
O=C(COC(=O)c1ccc[nH]c1=O)NCCCc1ccccc1	x	-6%	-11%	2%	1.7%
COc1cccc2cc(-c3cn4cccc(C)c4n3)c(=O)oc12	-17%	x	-2%	75%	2.8%
COc1ccc(OC)c(CNC(=O)C2CCN(S(=O)(=O)N3CCC(C)CC3)CC2)c1	2%	8%	-3%	16%	1.9%
CCCCOc1ccc(C(=O)OC2CC(C)N(C)CC2C)cc1 (stereo not given)	86µM*	0%	1%	44%	u
COc1ccc(C(CNC(=O)C(CCSC)NC(=O)c2ccccc2OC)N2CCCCC2)cc1 (stereo not given)	-4%	-7%	-2%	3%	3.6%
Cc1onc(-c2ccccc2)c1C(=O)NNC(=S)NC(=O)/C=C/c1cccs1	1%	2%	22%	73%	2.5%
CC1CCN(S(=O)(=O)N2CCC(C(=O)NCc3ccc4c(c3)OCO4)CC2)CC1	-5%	-8%	-7%	11%	i	inhibitors of VEEV 10K pilot screen=1.0
CCN(CC(=O)NC(=O)NCc1ccccc1)Cc1ccccc1	-3%	-10%	-11%	7%	11%

Arranged by molar mass (falling): part of the list above.
SMILES	Salmonella PhoP GFP	M. tuberculosis HTS	H1N1 NS1A inhibition	M. tuberculosis	inhibitors of VEEV	others
COc1ccc(C(CNC(=O)C(CCSC)NC(=O)c2ccccc2OC)N2CCCCC2)cc1 (stereo not given)	-4%	-7%	-2%	3%	3.6%
COc1ccc(OC)c(CNC(=O)C2CCN(S(=O)(=O)N3CCC(C)CC3)CC2)c1	2%	8%	-3%	16%	1.9%
O=C(CN(C(=O)c1csnn1)c1cccc(C(F)(F)F)c1)NCCc1ccccc1	1%	1%	-6%	-9%	i
COc1ccc(-c2noc(C3CCCN(C(=O)c4c(F)cccc4F)C3)n2)cc1OC (stereo not given)	-5%	-1%	-1%	-1%	0.8%
CC1CCN(S(=O)(=O)N2CCC(C(=O)NCc3ccc4c(c3)OCO4)CC2)CC1	-5%	-8%	-7%	11%	i	inhibitors of VEEV 10K pilot screen=1.0
Cc1onc(-c2ccccc2)c1C(=O)NNC(=S)NC(=O)/C=C/c1cccs1	1%	2%	22%	73%	2.5%
O=C(NCCS(=O)(=O)N1CCN(c2cccc(Cl)c2)CC1)c1ccco1	0%	17%	-5%	10%	3.8%
Cc1ccc(-n2c(C)cc(C(=O)COC(=O)c3c(C)noc3C)c2C)cc1	-8%	-7%	4%	71%	i
CCOC(=O)c1sc2ncn(CC(=O)N(CC)CC)c(=O)c2c1C	8%	-2%	1%	2%	1.5%
COc1ccc(C(=O)Nc2ccc3c(c2)C(=O)N(C)C3=O)cc1OC	-6%	10%	-4%	-19%	1.1%
O=c1c2ccccc2n(CC(O)CN2CCCCC2)c2ccccc12 (stereo not given)	-3%	-5%	x	38%	i
CCOC(=O)C1CCN(c2c(N3CCCCCC3)c(=O)c2=O)CC1	-10%	-3%	0%	x	0.2%
CC(=O)c1nn(-c2ccc(Cl)cc2)cc1C(=O)c1ccccc1	6%	2%	2%	-21%	0.6%
CCCCOc1ccc(C(=O)OC2CC(C)N(C)CC2C)cc1 (stereo not given)	86µM*	0%	1%	44%	u
O=C(COC(=O)c1ccc[nH]c1=O)NCCCc1ccccc1	x	-6%	-11%	2%	1.7%
COc1cccc2cc(-c3cn4cccc(C)c4n3)c(=O)oc12	-17%	x	-2%	75%	2.8%
O=C(CNC(=O)[C@@H]1Cc2ccccc2CN1)NC1CCCC1	13%	11%	3%	-2%	1.0%
CCOc1ccc(CN(C)C(=O)c2ccc(=O)[nH]c2)cc1	-1%	-2%	10%	-4%	1.1%
CCCC(=O)Nc1cc(OC)c(OC)cc1C(=O)O	-2%	12%	6%	0%	0.8%
CN(Cc1ccccc1)c1cc(Cl)nc(N)n1	-4%	4%	-10%	-1%	0.1%
CSc1c[n+]2c(n1C)CCC2	-9%	-8%	0%	-10%	i
Nc1cncc(C(=O)O)c1	11%&24%	6%&-3%	21%&-5%	-2%&-15%	2.6%

(more compounds)
SMILES	Salmonella PhoP GFP	M. tuberculosis HTS	H1N1 NS1A inhibition	M. tuberculosis	inhibitors of VEEV	others
N#CCCN(Cc1cccnc1)C(=S)NC(=O)c1ccc(S(=O)(=O)N2CCCC2)cc1	5%	-7%	1%	-2%	0.5%
O=C(NCc1cccc(C(F)(F)F)c1)c1cc(Cl)cc(Cl)c1	-1%	-2%	-1%	-15%	i
COc1ccc(C2/C=C\CN(CC3CC3)CC(=O)N2Cc2ccc(F)cc2)cc1 (stereo not given)	1%	4%	-15%	23%	i
CCOC(=O)C1C(=O)C(C(=O)OCC)C(c2cccnc2)NC1c1cccnc1 (stereo not given)	-2%	-3%	-7%	-5%	1.3%
COc1ccc(-n2nnc3c(=O)n(CC(=O)OCc4ccccc4)cnc32)cc1	-2%	-6%	-11%	4%	1.6%
CC(C)(C)C(=O)Nc1ccc2c(c1)OCCOCCOc1cc(NC(=O)C(C)(C)C)ccc1OCCOCCO2	-10%	48%	0%	22%	0.9%
COc1ccc(C2=CSC3=NCCN23)cc1Cl	8%	-11%	0%	-3%	i
Cc1ccccc1S(=O)(=O)NCC1CCCO1 (stereo not given)	-4%	3%	1%	18%	0.4%
NS(=O)(=O)c1ccc(N2CCN(CCOc3ccc(Cl)cc3)CC2)nc1	18%	15%	2%	68%	i
CCc1nc2ccccc2c(=O)n1-c1ccc2ccccc2c1	5%	-4%	-6%	11%	0.4%
COc1cc(/C=N/Nc2ccc(C(F)(F)F)cn2)cc(OC)c1O	x	x	-11%	x	3.8%
COc1ccc(OC)c2sc(NC(=O)C3CC3)nc12	-8%	-2%	7%	11%	4.0%
CN(C)C1=NC(=O)/C(=C/c2ccc(-c3ccc(S(N)(=O)=O)cc3)o2)S1	14%	5%	x	3%	x
Cc1nccn1CCCNC(=O)CC1C(=O)NCCN1Cc1ccccc1C(F)(F)F (stereo not given)	10%	4%	-3%	5%	i
CCOCCOC(=O)CCSc1n[nH]c(=O)[nH]c1=O	-8%	-4%	-4%	-21%	0.8%
CCCCN(C)CCC(=O)Nc1ccc(Cl)cc1	24%	-1%	-5%	-3%	0.5%
COCC(C)N=C1NN=C(c2cc(C)n(Cc3ccccc3Cl)c2C)CS1 (stereo not given)	-8%	6%	18%	48%	i
COC(=O)COc1ccc(S(=O)(=O)NC2CCCCCC2)cc1	2%	-12%	-19%	u	i
CNC(=S)Nc1ccc2nc(C)oc2c1	-1%	-5%	-2%	14%	i
COC(=O)NCc1ccc(S(=O)(=O)N2CCOCC2)cc1	-2%	1%	0%	-4%	2.5%
Cc1cccc2cc(C#N)c(NCCNS(=O)(=O)c3ccccc3)nc12	-3%	5%	-8%	10%	1.5%
COc1ccc(C(=O)Nc2cc(C(C)=O)c(/C=C/N(C)C)oc2=O)cc1	-23%	-1%	0%	77%	4.4%
COc1ccc2[nH]c3c(c2c1)CCN1C(=O)N([C@@H](C)C(=O)NC2CC2)C(=O)[C@]31C	-11%	-2%	2%	13%	i
CC(C)=NNc1nc(-c2ccc(N3C(=O)CCC3=O)cc2)cs1	5%	-1%	-15%	-9%	0.1%
COc1ccc([C@@H]2Sc3ccccc3N(CCN(C)C)C(=O)[C@@H]2OC(C)=O)cc1	2%&-7%	-2%	-1%	-4%	0.1%
O=C1OC(Oc2ccccc2)(c2ccccc2)c2ccccc21 (stereo not given)	8%	6%	-1%	x	0.1%
Nc1ccc(C(=O)N/N=C/c2cn(Cc3cccc(F)c3)c3ccccc23)cc1	2%	8%	2%	0%	7.7%
O=Cc1c(Cl)cccc1Cl	x	-10%	4%	-10%	1.2%
COc1ccc(N/N=C/c2c(O)n(-c3ccc(C)c(C)c3)c(=O)[nH]c2=O)cc1	-7%	u	3%	40%	i
